High-throughput results (PubChem BioAssay)
Mito fusion act – qHTS Assay for Small Molecule Inhibitors of Mitochondrial Division or Activators of Mitochondrial Fusion. 320,000 compounds, 0.23% hits. S. cerevisiae fusion-defective mutant growth rescue, CellTiterGlo 48 h. Potency, µM (doses to about 46.1 µM), for inactives: top-dose growth rescue (activation), hits mostly activators. AID 485298, 2010;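 further: potency means the concentration at half of the fitted maximal effect; % of control where 0% means no effect; nearly all actives have a fitted effect of over 45% in size; temperature-sensitive fusion mutants such as fzo1-1 at 37 °C on non-fermentable ethanol glycerol medium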
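Luminescent cell viability in 1536-well qHTS format served as the measure of rescued growth in ts fusion-mutant S. cerevisiae cultured on non-fermentable YPEG for 48 hours at 37C.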
TSHR antagonist – Antagonists of the Thyroid Stimulating Hormone Receptor: HTS campaign. Thyrotropin receptor (Homo sapiens), P16473. 330,000 compounds, 0.2% hits. activity change, negative = inhibition, % at 11.5 µM. TSHR-expressing cells, TSH-stimulated cAMP HTRF, 2 h; stronger effect = lower value;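 active means activity change below a set negative limit, meaning inhibition stronger than a set level, cut at about -70% in these data; inconclusive means activity change between two set negative limits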; further: on the % scale 0 is the no-effect control and ±100 the full control effect
Target sequence (P16473 whole entry, looked up): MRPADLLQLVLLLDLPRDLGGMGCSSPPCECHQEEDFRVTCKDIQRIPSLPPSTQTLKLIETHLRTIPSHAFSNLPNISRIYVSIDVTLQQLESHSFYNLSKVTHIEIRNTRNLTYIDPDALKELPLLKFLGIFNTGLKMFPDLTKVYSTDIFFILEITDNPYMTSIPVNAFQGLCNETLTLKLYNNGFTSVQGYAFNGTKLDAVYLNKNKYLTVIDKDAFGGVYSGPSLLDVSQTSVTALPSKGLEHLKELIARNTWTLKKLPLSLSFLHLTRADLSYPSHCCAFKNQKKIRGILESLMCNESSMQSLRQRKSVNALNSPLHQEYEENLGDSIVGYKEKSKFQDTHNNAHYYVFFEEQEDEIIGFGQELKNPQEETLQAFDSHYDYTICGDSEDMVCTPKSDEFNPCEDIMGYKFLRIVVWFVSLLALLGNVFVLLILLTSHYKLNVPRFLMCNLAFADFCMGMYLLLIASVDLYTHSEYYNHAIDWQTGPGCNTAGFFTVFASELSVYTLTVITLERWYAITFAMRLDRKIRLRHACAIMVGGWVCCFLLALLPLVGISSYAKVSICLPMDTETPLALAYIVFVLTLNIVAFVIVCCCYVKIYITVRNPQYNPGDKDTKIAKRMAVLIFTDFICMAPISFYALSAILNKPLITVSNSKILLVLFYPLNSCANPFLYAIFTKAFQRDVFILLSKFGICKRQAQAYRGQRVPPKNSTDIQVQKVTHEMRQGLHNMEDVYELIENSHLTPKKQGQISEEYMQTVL
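Freshly harvested TSHR cells receive pin-tooled compound, then EC80 TSH at 4nM final. After 2 hours at 37 deg C, antibody in lysis buffer and cAMP-d2 are added; 30 minutes at ambient temperature precede the HTRF read.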
a7 integrin act – qHTS for Activators of Integrin-Mediated Alleviation for Muscular Dystrophy; 350,000 compounds, 0.064% hits; Potency, µM (doses to about 38.3 µM), for inactives: at the highest dose activation, most hits filed as activators; alpha7betagal myoblasts, beta-gal FDG fluorescence, 48 h;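 further: potency means the concentration at half of the fitted maximal effect; 100% = response of the positive control SU9516; nearly all actives have a fitted effect of over 60% in size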
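Alpha7betagal+/- myoblasts (passage 13) were plated 16-24 hr, then exposed to compounds (1:260 dilution of DMSO stock) for 48 hours at 37C. After MPER lysis, β-galactosidase reporter activity was read as FDG fluorescence (ex 480/em 540) after 30 minutes.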
AT treatment – qHTS Assay for Identifying a Potential Treatment of Ataxia-Telangiectasia. […] A-T fibroblasts, KAP-1 phosphorylation AlphaLISA; neocarzinostatin DNA damage 30 min before lysis. Potency, µM (top dose mostly 57.5 µM), for the others: top-dose activation, actives largely listed as activators. 320,000 compounds, 0.19% hits. AID 485349, 2010; further: potency means the concentration at half of the fitted maximal effect; % of control where 0% means no effect; nearly all actives have a fitted effect of over 45% in size
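hTERT-immortalized A-T patient fibroblasts ([…]), 500 cells/well in OPTI-MEM, 1% FBS, got compounds for 60 min, then NCS for 30 min at 37C. Lysates were then assayed for phospho-KAP-1 by AlphaLISA (anti-pKAP1 donor, anti-KAP1 acceptor beads), 6 hr at 25C.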
TCR activator – Activators of T cell receptors: qHTS campaign | primary human leukocytes, anti-CD3, IL-2 HTRF, 48 h | 330,000 tested, under 10 active | Potency, µM (top dose mostly 9.22 µM), without a hit: at the highest dose activation of IL-2 secretion, hits mostly activators; further: % of control where 0% means no effect
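Compounds are tested in HTS on primary human leukocytes co-incubated with a-CD3 beads for 48 hr. IL-2 output is measured by time-resolved FRET.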
ASM inhibitor – Inhibitors of Secretory Acid Sphingomyelinase (S-ASM): qHTS. Sphingomyelin phosphodiesterase (Homo sapiens), P17405. placental ASM, HMU-PC fluorogenic substrate, 60 min. Potency, µM (doses to about 57.5 µM), inactives show at the top dose activity change, negative = inhibition, usual class: inhibitors. 340,000 compounds, 0.006% hits; further: potency means the concentration at half of the fitted maximal effect
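Human placenta-derived ASM enzyme was preincubated with compound for 10 minutes at room temperature, then given fluorogenic substrate HMU-PC0 (9 uM final) for 60 minutes at 37 °C; a pH 10 stop preceded fluorescence reading at Ex 386/Em 447 nm.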
CXXC DNA block – qHTS Fluorescence Polarization Assay for Inhibitors of MLL CXXC domain - DNA interaction. Histone-lysine N-methyltransferase 2A (Homo sapiens), Q03164. MLL-CXXC / FITC-HOXA9 DNA fluorescence polarization. Potency, µM (doses to about 115 µM), for the others: at the top dose activity change, negative = inhibition, most hits filed as inhibitors. 290,000 compounds, 0.037% hits; active means well fitted inhibition curve with a large enough effect in the polarisation, with a control signal flat, not every such curve was filed as active; inconclusive means small, poorly fitted or top-dose-only effect, or effect the other way, or a change in a side signal; inactive means no such curve, though single readings can be large or run the other way; the % refers to the polarisation; further: potency means the concentration at half of the fitted maximal effect
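Fluorescence polarization: 7 uM MLL-CXXC (stock) preincubated 5 min with compounds, then 50 nM fluorescein-HOX-A9 DNA (stock) added; 30 min ambient. Buffer 50 mM Tris-HCl pH 7.5, 50 mM NaCl, 1 mM DTT, 0.05% BSA.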
PTAP TSG101 blk – qHTS Assay for Iinhibitors of HIV-1 Budding by Blocking the Interaction of PTAP/TSG101; 340,000 tested, under 10 active; Potency, µM (series often up to 115 µM), for the others: at the top dose activity change, negative = inhibition, most hits filed as inhibitors; Tumor susceptibility gene 101 protein (Homo sapiens), Q99816; AID 493005, 2010; Fluorescence polarization, FITC-PTAP peptide / Tsg101 binding; active means well fitted inhibition curve with a large enough effect in the main read-out, with a control signal flat, not every such curve was filed as active; inconclusive means small, poorly fitted or top-dose-only effect, or effect the other way, or a change in a side signal; inactive means no such curve, though single readings can be large or run the other way; further: potency means the concentration at half of the fitted maximal effect; % of control where 0% means no effect
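Fluorescence anisotropy tracks displacement of a FITC-tagged PTAP peptide (50 nM) from the Tsg101 binding domain (10 uM), following a 20 min room-temperature incubation at pH 7.5.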
Menin MLL FP TR – qHTS Assay for Inhibitors Targeting the Menin-MLL Interaction in MLL Related Leukemias: Competition With Texas Red Labeled MLL-derived Mutant Peptide. Potency, µM (series often up to 61.6 µM), inactives show at the highest dose FP activity change, negative = inhibition, hits mostly inhibitors. Menin + Texas Red MLL mutant peptide, fluorescence polarization. 270,000 compounds, 0.23% hits. O00255; active means well fitted inhibition curve with a large enough effect in the polarisation, with a control signal flat, not every such curve was filed as active; inconclusive means small, poorly fitted or top-dose-only effect, or effect the other way, or a change in a side signal; inactive means no such curve, though single readings can be large or run the other way; the % refers to the polarisation; further: potency means the concentration at half of the fitted maximal effect; % of control where 0% means no effect; many of its hits are not listed in these tables
MBNL1 CUG block – qHTS Assay for Inhibitors of MBNL1-poly(CUG) RNA binding. AID 2675, 2010. 280,000 compounds, 0.036% hits. TR-FRET MBNL1-His/biotin-(CUG)12 binding, 665/545 ratio. Potency, µM (top dose mostly 57.5 µM), for the others: top-dose activity change, negative = inhibition, hits mostly inhibitors; active means well fitted inhibition curve with a large enough effect in the signal ratio, with a control signal flat, not every such curve was filed as active; inconclusive means small, poorly fitted or top-dose-only effect, or effect the other way, or a change in a side signal; inactive means no such curve, though single readings can be large or run the other way; the % refers to the signal ratio; further: potency means the concentration at half of the fitted maximal effect; on the % scale 0 is the no-effect control and ±100 the full control effect
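TR-FRET readout: Ex 340 nm, 665/545 nm emission ratio, normalized to buffer-only (basal) and MBNL1-(CUG)12 controls. Complex of MBNL1-His with Biotin-(CUG)12, compounds 92 nM–58 uM, incubated 60 min at room temperature.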
An asterisk follows results filed as active; [ ] = remark or other dose. Unless noted, the call rests on the fitted dose curve; in most records, active means well fitted curve in the direction sought with a large enough effect; inconclusive means small, poorly fitted or top-dose-only effect, or another doubt; inactive means no such curve, though single readings can be large; an effect the other way counts as inactive or inconclusive. Only part of the results is shown; the hit share may differ from the screen's.

c1ccc(CC(Nc2ccccn2)c2ccccc2)cc1 (configuration not stated) was read as Mito fusion act -2%, TSHR antagonist 11, a7 integrin act 25%, AT treatment 3%, TCR activator -22%, ASM inhibitor 0%, CXXC DNA block 3%, PTAP TSG101 blk -2%, Menin MLL FP TR 5% and MBNL1 CUG block 3%.
CCOC(=O)CN(C(=O)COc1nc(-c2ccccc2)cc(C)c1C#N)c1ccccc1 was read as Mito fusion act -3%, TSHR antagonist 22, a7 integrin act 44%, AT treatment 0%, TCR activator -2%, ASM inhibitor -4%, CXXC DNA block -10%, PTAP TSG101 blk -2% and MBNL1 CUG block -8%.
Screening CC(=O)N(CCS(=O)(=O)c1ccc(Cl)cc1)Cc1cccs1 returned Mito fusion act -1%, TSHR antagonist -2, a7 integrin act 31%, AT treatment 2%, TCR activator 1%, ASM inhibitor -2%, CXXC DNA block 8%, PTAP TSG101 blk -2% and MBNL1 CUG block 3%.
CCOC(=O)C1=C(c2ccccc2)NC(=O)NC1c1cc(OC)c(OC)cc1OC (configuration not stated) was read as Mito fusion act 5%, TSHR antagonist -1, a7 integrin act 16%, AT treatment -3%, TCR activator -3%, ASM inhibitor 1%, CXXC DNA block 18%, PTAP TSG101 blk -1%, Menin MLL FP TR -21% and MBNL1 CUG block -3%.
For CCN1CCN(c2ccc(S(=O)(=O)N3CCOCC3)cc2NC(=O)CCSC)CC1 the results were Mito fusion act -2%, TSHR antagonist 0, a7 integrin act 25%, AT treatment -8%, ASM inhibitor 14% and PTAP TSG101 blk -3%.
`N#Cc1ccsc1NC(=O)CN1CCN(c2ccccn2)CC1` gave Mito fusion act 1%, TSHR antagonist -7, a7 integrin act -5%, AT treatment 1%, TCR activator -1%, ASM inhibitor 4%, CXXC DNA block 1%, PTAP TSG101 blk -2%, Menin MLL FP TR -1% and MBNL1 CUG block -12%.
For Cc1onc(-c2c(F)cccc2Cl)c1C(=O)Nc1nc2ccccc2[nH]1 the results were Mito fusion act 9%, TSHR antagonist 7, a7 integrin act -17%, AT treatment -2%, TCR activator -4%, ASM inhibitor -3%, CXXC DNA block 3%, PTAP TSG101 blk -5%, Menin MLL FP TR 0% and MBNL1 CUG block -4%.
`CCOP(=O)(OCC)C(Nc1cccc(C(F)(F)F)c1)c1ccc(C)cc1` (configuration not stated) gave Mito fusion act 7%, TSHR antagonist 4, a7 integrin act -10%, AT treatment 8%, TCR activator -3%[46.1 µM], ASM inhibitor 0%, CXXC DNA block 13%, PTAP TSG101 blk -1%, Menin MLL FP TR -17% and MBNL1 CUG block 3%.
For CCOC(=O)C1CCN(C(=O)Cn2cc(C(=O)OC)c3ccccc32)CC1 the results were Mito fusion act -1%, TSHR antagonist -4, a7 integrin act -3%, AT treatment 6%, TCR activator -5%, ASM inhibitor 0%, CXXC DNA block -28%, PTAP TSG101 blk 0%, Menin MLL FP TR -19% and MBNL1 CUG block -1%.
CCOC(=O)N1CCN(C(=O)CN(C)S(=O)(=O)c2ccc(OCC)cc2)CC1 was read as Mito fusion act 1%, TSHR antagonist 4, a7 integrin act 11%, AT treatment -3%, TCR activator 6%, ASM inhibitor 3%, CXXC DNA block 3%, PTAP TSG101 blk 1%, Menin MLL FP TR 3% and MBNL1 CUG block -2%.
Cc1ccc(N2CC(C(=O)NC3CC3)CC2=O)cc1Cl (configuration not stated) was read as Mito fusion act -4%, TSHR antagonist -8, a7 integrin act 2%, AT treatment 1%, TCR activator -1%, ASM inhibitor -9%, CXXC DNA block 0%, PTAP TSG101 blk -2%, Menin MLL FP TR 10% and MBNL1 CUG block -2%.
`CCn1cnc2cc(NC(=O)c3cccs3)ccc21` gave Mito fusion act -9%, TSHR antagonist 2, a7 integrin act inconclusive, AT treatment 0%, TCR activator -6%, ASM inhibitor 2%, CXXC DNA block -2%, PTAP TSG101 blk -3%, Menin MLL FP TR 2% and MBNL1 CUG block -2%.
`CN1C(N)=NC(=O)/C1=C/c1ccccc1F` gave Mito fusion act 3%, TSHR antagonist 2, a7 integrin act -3%, AT treatment -1%, TCR activator -2%, ASM inhibitor -1%, CXXC DNA block 17%, PTAP TSG101 blk 0%, Menin MLL FP TR 8% and MBNL1 CUG block 20%.
Screening CCN(CC(=O)NCC(=O)Nc1cccc(C)c1C)Cc1ccccc1 returned Mito fusion act 1%, TSHR antagonist 8, a7 integrin act 2%, AT treatment 0%, TCR activator 4%, ASM inhibitor -3%, CXXC DNA block 2%, PTAP TSG101 blk -2%, Menin MLL FP TR 5% and MBNL1 CUG block -6%.
CCCNC(=O)c1ccc(N2CCC3(CC2)CC(c2cccc(Br)c2)=NO3)c([N+](=O)[O-])c1 was read as Mito fusion act 2%, TSHR antagonist -13, a7 integrin act 14%, AT treatment -6%, TCR activator 1%, ASM inhibitor -14%, CXXC DNA block 11%, PTAP TSG101 blk 0%, Menin MLL FP TR 20% and MBNL1 CUG block 10%.
`Cc1cccc2c(=O)c(-c3ccc(Cl)cc3)c(NC(=O)c3ccco3)oc12` gave Mito fusion act 5%, TSHR antagonist 17, a7 integrin act 17%, AT treatment -3%, TCR activator 1%, ASM inhibitor -9%, CXXC DNA block -8%, PTAP TSG101 blk -2%, Menin MLL FP TR 34%[activator] and MBNL1 CUG block 94%[activator].
For CCOc1ccc(NC(=O)CN(C)C(=O)c2cccnc2Sc2ccc(C)c(C)c2)cc1OCC the results were Mito fusion act -1%, TSHR antagonist 12, a7 integrin act 4%, AT treatment 7%, TCR activator 5%, ASM inhibitor -3%, CXXC DNA block inconclusive, PTAP TSG101 blk 0%, Menin MLL FP TR -5% and MBNL1 CUG block 5%.
`COc1ccc(S(=O)(=O)N2CCC(C(=O)NCc3cccnc3)CC2)cc1OC` gave Mito fusion act 15%, TSHR antagonist -31, a7 integrin act 6%, AT treatment 6%, TCR activator 10%, ASM inhibitor 1%, CXXC DNA block 56%[activator], PTAP TSG101 blk -6%, Menin MLL FP TR -12% and MBNL1 CUG block -3%.
`CC(C)c1ccc(/C=C2\C(=O)N(CCN3CCOCC3)C(=S)N2C)cc1` gave Mito fusion act -1%, TSHR antagonist -12, a7 integrin act -11%, AT treatment -4%, TCR activator 3%, ASM inhibitor -6%, CXXC DNA block 5%, PTAP TSG101 blk -2%, Menin MLL FP TR inconclusive and MBNL1 CUG block 4%.
CCOn1c(=O)c(=O)n(OC)c2ccccc21 was read as Mito fusion act -1%, TSHR antagonist -7, a7 integrin act -26%, AT treatment 1%, TCR activator -2%, ASM inhibitor -1%, CXXC DNA block 1%, PTAP TSG101 blk -6% and MBNL1 CUG block 15%.
`CSc1nnc(C(C)(C)C)c(=O)n1/N=C/c1ccccc1O` gave Mito fusion act -1%, TSHR antagonist -24, a7 integrin act -17%, AT treatment 4%, TCR activator 2%, ASM inhibitor -2%, CXXC DNA block 1%, PTAP TSG101 blk -8% and MBNL1 CUG block -5%.
`CN(c1ccccc1)S(=O)(=O)c1cccc(NC(=O)Cn2cnc3ccccc3c2=O)c1` gave Mito fusion act -1%, TSHR antagonist -5, a7 integrin act -48%[inhibitor], AT treatment -1%, TCR activator -1%, ASM inhibitor -6%, CXXC DNA block 21%, PTAP TSG101 blk 0%, Menin MLL FP TR inconclusive and MBNL1 CUG block 8%.
Screening OC(COCc1cccs1)CN1CCCCCC1 (configuration not stated) returned Mito fusion act 4%, TSHR antagonist 11, a7 integrin act 2%, AT treatment 12%, TCR activator 15%, ASM inhibitor 6%, CXXC DNA block 0%, PTAP TSG101 blk -3%, Menin MLL FP TR -3% and MBNL1 CUG block -14%.
